Screens: PubChem, several laboratories
STAT1 blocker: reduces IFN-gamma driven STAT1 reporter signal; hit rate 0.35% among 200,000; NIH 3T3 STAT1-luciferase reporter, luminescence; inhibition, % at 5.5 µM;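 active = inhibition above a set limit, the mean inhibition across all tested compounds plus 3 SD, cut at about 34% in these data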;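 also: 0% = IFN-gamma with DMSO and 100% = IFN-gamma with 300 µM nifuroxazide; values of inactives mirror those of a sister screen read the other way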
Diaphorase act: diaphorase activation or chemical reduction counter-screen; Diaphorase/resazurin coupled assay, resorufin fluorescence, 16 min; hits give high values; 1 = vehicle wells, 0 = NADH-free wells; hit rate 0.005% among 190,000; AID 1229; activation factor at 20 µM;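 active = diaphorase activity raised at least twofold by the compound at 20 µM; inactive = activation factor below 2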
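System – purified diaphorase enzyme from Clostridium kluyveri · Input – enzyme 0.07 U/mL final · Also added – final NADH 0.114 mM, resazurin 0.1 mM · Measured by – fluorescence of resorufin, 544 nm excitation, 590 nm emission · Timing – 16 min enzyme reaction, ambient temperature · Measure – resorufin increase flagging diaphorase activators or reducers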
STAT3 inh: STAT3 signaling inhibition; U3A cells, IL-6 STAT3-luciferase reporter, luminescence; host cell line lacks STAT1; inhibition, % at 5.5 µM; hit rate 0.89% among 190,000; AID 862;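 active = inhibition above the mean inhibition across all screened compounds plus 3 SD, cut at about 44% in these data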;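 also: 0% = DMSO only wells and 100% = 100 µM nifuroxazide control wells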
G6PDH CS: L. mesenteroides G6PDH inhibition counter-screen | Purified L. mesenteroides G6PDH, diaphorase/resazurin coupled fluorescence, 45 min | inhibition, % at 5 µM | hit rate 0.12% among 200,000; in the data active = inhibition above about 50%
Hsp70 act: Hsp70 transcriptional activation, primary screen. HeLa Hsp70 promoter luciferase reporter, luminescence; scaled: vehicle 0, proteasome-inhibitor control 100%. activation, % at 10 µM. hit rate 0.04% among 200,000;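 active = activation above the mean across all tested compounds plus 3 SD, cutoff set per campaign, cut at about 5.5% in these data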;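 also: 100% = MG132 at 30 µM as the positive control and 0% = DMSO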
STAT1 activator: STAT1 signaling activation. activation (% of control), % at 5.5 µM. NIH 3T3 STAT1-luciferase reporter, IFN-gamma, luminescence; 100% = IFN-gamma alone, no compound. AID 932. hit rate 2.6% among 200,000;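 active = activation above the screen-wide mean activation plus 3 SD, cut at about 130% in these data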;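 also: raw ratio to IFN-gamma control signal so 100% means no change and 0% no light; values of inactives mirror those of a sister screen read the other way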
Diaph inh CS: counter-screen for diaphorase-based assays: diaphorase inhibitors and chemical oxidizers; hit rate 0.69% among 190,000; inhibition, % at 20 µM; AID 1217; diaphorase resazurin-to-resorufin fluorescence, NADH, 16 min; bacterial (C. kluyveri) enzyme, not human;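 active = primary screen inhibition at 20 µM above a set limit, cut at about 50% in these data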;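 also: plate controls were DMSO with full reaction for no effect and wells lacking NADH for full effect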
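Test system: Clostridium kluyveri diaphorase enzyme / Quantity: diaphorase at 0.14 U/mL in enzyme working solution / Incubation: 16-min room-temperature incubation before reading / Benchmarks: NADH-free wells as positive control, DMSO-only neutral wells / Signal: resorufin fluorescence 544/590 nm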
TLR4-MyD88 BLA: blocks binding of human TLR4 to MyD88. AID 861. hit rate 0.18% among 200,000. HeLa CL3-4 TLR4/MyD88 BLA complementation, FRET ratio. inhibition, % at 8.4 µM. O00206+Q99836; in the data active = inhibition above about 25%;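 also: 0% = vehicle and 100% = reference inhibitor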
Target sequence (O00206 whole entry, looked up): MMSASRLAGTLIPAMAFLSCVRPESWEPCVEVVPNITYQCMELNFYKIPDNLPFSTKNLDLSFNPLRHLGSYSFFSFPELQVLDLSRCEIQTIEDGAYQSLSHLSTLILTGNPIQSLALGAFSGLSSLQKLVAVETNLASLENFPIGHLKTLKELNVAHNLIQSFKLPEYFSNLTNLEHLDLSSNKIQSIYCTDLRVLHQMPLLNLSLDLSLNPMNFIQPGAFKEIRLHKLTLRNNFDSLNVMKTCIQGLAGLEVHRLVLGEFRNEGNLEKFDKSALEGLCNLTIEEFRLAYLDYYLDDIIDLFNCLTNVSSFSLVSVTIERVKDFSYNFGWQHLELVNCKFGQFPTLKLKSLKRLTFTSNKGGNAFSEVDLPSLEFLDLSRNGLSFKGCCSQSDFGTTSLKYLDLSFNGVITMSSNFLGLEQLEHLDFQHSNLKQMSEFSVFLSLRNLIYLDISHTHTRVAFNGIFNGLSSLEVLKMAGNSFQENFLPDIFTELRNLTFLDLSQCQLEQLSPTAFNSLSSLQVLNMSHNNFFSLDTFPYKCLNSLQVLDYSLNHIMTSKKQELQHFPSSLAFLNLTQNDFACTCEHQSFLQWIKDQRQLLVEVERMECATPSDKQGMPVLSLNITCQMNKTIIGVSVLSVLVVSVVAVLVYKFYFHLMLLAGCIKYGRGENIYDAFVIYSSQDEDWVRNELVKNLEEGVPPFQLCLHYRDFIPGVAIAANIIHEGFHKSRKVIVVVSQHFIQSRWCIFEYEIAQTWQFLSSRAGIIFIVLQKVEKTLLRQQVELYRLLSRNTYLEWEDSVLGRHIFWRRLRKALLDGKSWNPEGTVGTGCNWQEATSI
Target sequence (Q99836 whole entry, looked up): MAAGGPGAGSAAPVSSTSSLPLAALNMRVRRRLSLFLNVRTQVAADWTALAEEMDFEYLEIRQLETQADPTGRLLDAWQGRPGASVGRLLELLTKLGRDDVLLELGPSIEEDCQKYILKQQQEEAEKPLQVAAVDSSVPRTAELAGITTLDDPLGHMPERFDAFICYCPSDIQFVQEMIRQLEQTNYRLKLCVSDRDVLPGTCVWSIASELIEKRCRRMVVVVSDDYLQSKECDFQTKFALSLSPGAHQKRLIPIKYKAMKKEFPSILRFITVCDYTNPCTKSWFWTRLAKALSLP
STAT3 activator: activators of IL-6 induced STAT3 signaling; hit rate 0.91% among 190,000; U3A cells, IL-6 STAT3-luciferase reporter, luminescence; 100% = signal with IL-6 EC80 alone; activation (% of control), % at 5.6 µM;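 active = activation above the screen-wide mean of compound activation plus 3 SD, cut at about 130% in these data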;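 also: 0% = background luminescence of wells with medium and substrate only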
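Detection: reporter luminescence signal / Assay system: STAT1-lacking human U3A cells, STAT3 luciferase reporter / Incubation: compound pre-incubation 1 h before IL-6, then 6 h stimulation at 37 °C / Control set: IL-6-only high control / Read-out: % activation relative to IL-6 control / Probe or stimulus: Interleukin-6, 33 ng/mL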
APP 5UTR inh: APP translation inhibition. SH-SY5Y APP 5'UTR-luciferase reporter, luminescence. inhibition, % at 2 µM. hit rate 0.82% among 190,000. AID 1285;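 active = inhibition above a set limit, derived from the sample mean plus 3 SD, cut at about 45% in these data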; also: values of inactives mirror those of a sister screen read the other way
The depositor's hits bear a star; nt = no result given. Compounds as they come, and some 6.1% of all compounds hit somewhere here.

SMILES	STAT1 blocker	Diaphorase act	STAT3 inh	G6PDH CS	Hsp70 act	STAT1 activator	Diaph inh CS	TLR4-MyD88 BLA	STAT3 activator	APP 5UTR inh
COc1cc2c(cc1OC)CC(=O)NC=C2	2	1.1	17	4	-0.1	97	-12	-17	94	18
COc1ccc(-c2ncc(CN3CCC(CO)(Cc4cccc(OC)c4)CC3)cn2)cc1	3	0.8	19	10	0.1	96	21	-2	93	-18
COc1cc(CN2CCC(C(=O)N3CCCC(C)C3)CC2)cc(OC)c1O (centres undefined)	-5	0.8	-3	53*	-0.3	106	19	-8	103	nt
COC(=O)CSc1nc2c(c(-c3ccc(C)o3)c1C#N)CCCC2	2	0.9	15	0	0.1	98	11	1	89	-2
COc1ccc(-c2noc(CCC(=O)NCCCN3CCN(c4ccc(F)cc4)CC3)n2)cc1	21	0.9	23	4	-0.2	80	8	0	89	-2
COc1ccc(CCNC(=O)c2ccc3ccccc3n2)cc1OC	3	0.8	-5	9	-0.3	98	24	13	106	10
Cc1nc(CC(C)C)cc(C(=O)N2CCCC(CNS(=O)(=O)c3cccs3)C2)n1 (centres undefined)	0	1.1	4	5	-0.2	98	-15	-5	98	14
CCCCCCN1C=CC(=C/C=C(\C#N)C(=O)OCC)C=C1	3	0.8	3	5	-0.6	97	22	8	99	-6
C/C(=N\NC(=O)C1COc2ccccc2O1)c1ccc(Cl)s1 (centres undefined)	2	1.1	6	8	-0.1	98	-8	1	97	-12
Cc1cc(Nc2nc(Cl)c(Cl)cc2Cl)n(-c2ccccc2)n1	2	0.8	-45	-16	-0.5	98	17	7	143*	16
O=C(CN1CCOCC1)Nc1ncc(Cc2cccc3ccccc23)s1	0	0.7	16	-25	0.0	100	28	0	95	-7
CCn1c(Sc2ccc([N+](=O)[O-])cn2)nnc1-c1ccco1	17	1	6	-2	-0.4	83	3	8	99	-36
Cc1c(Cl)cccc1-n1c(SCC(=O)NCc2cccs2)nnc1-c1ccncc1	-3	1.2	-9	8	-0.2	103	-18	3	110	-4
CCCC(=O)Nc1ccc(C(=O)N/N=C/c2cccnc2)cc1	-9	0.9	0	12	0.0	108	7	-10	106	9
CC(NC(=O)c1cccc(Cn2cc([N+](=O)[O-])cn2)c1)c1ccc(C(C)(C)C)cc1 (centres undefined)	3	0.9	-8	9	-0.4	97	9	-6	106	-2
CCCc1nnc(-c2ccc(OC)cc2)o1	-11	0.9	2	3	-0.3	109	7	-7	98	-7
C/C(=N\NC(=O)c1ccccn1)C12CC3CC(CC(C3)C1)C2	-55	0.9	-4	13	0.0	150*	8	-2	107	-86
COCCn1c(=S)[nH]c2cc(C(=O)N3CCc4ccccc4C3)ccc2c1=O	-2	0.9	1	13	-0.2	100	6	0	101	-8
Cc1ccccc1C(=O)Nc1ccccc1Sc1ccccc1	-1	0.9	12	-4	-0.3	101	10	-21	94	nt
Cc1ccc2c(c1)c(=O)c(Br)c(C)n2Cc1ccccc1	-1	0.8	-2	1	0.0	101	19	8	101	-4
O=c1cc(CO)occ1OCc1cccc(F)c1	2	1	-5	2	-0.2	98	2	-2	113	2
N#CCSc1nnc(C2CCCCC2)n1-c1ccccc1	-2	0.8	-10	7	-0.5	102	16	-17	111	-23
N#Cc1nc(-c2ccco2)oc1N1CCC(Cc2ccccc2)CC1	-5	0.7	6	0	0.1	105	32	6	99	12
Cc1ccc(CNc2ccc(N3CCOCC3)c(C(=O)O)c2)s1	0	0.9	-6	0	0.0	100	13	2	110	17
C/C(=N\NC(=O)c1ccncc1)c1cccs1	-25	1	12	10	0.2	120	5	-12	97	5

Compound profiles (already shown). Order of screens: STAT1 blocker	Diaphorase act	STAT3 inh	G6PDH CS	Hsp70 act	STAT1 activator	Diaph inh CS	TLR4-MyD88 BLA	STAT3 activator	APP 5UTR inh
COC(=O)CSc1nc2c(c(-c3ccc(C)o3)c1C#N)CCCC2 in the list: 2	0.9	15	0	0.1	98	11	1	89	-2
COc1cc(CN2CCC(C(=O)N3CCCC(C)C3)CC2)cc(OC)c1O (centres undefined) in the list: -5	0.8	-3	53*	-0.3	106	19	-8	103	nt
COc1cc2c(cc1OC)CC(=O)NC=C2 in the list: 2	1.1	17	4	-0.1	97	-12	-17	94	18
N#CCSc1nnc(C2CCCCC2)n1-c1ccccc1 in the list: -2	0.8	-10	7	-0.5	102	16	-17	111	-23
Cc1cc(Nc2nc(Cl)c(Cl)cc2Cl)n(-c2ccccc2)n1 in the list: 2	0.8	-45	-16	-0.5	98	17	7	143*	16

(continued)
SMILES	STAT1 blocker	Diaphorase act	STAT3 inh	G6PDH CS	Hsp70 act	STAT1 activator	Diaph inh CS	TLR4-MyD88 BLA	STAT3 activator	APP 5UTR inh
COCCNC(=O)c1onc(CSc2cccc(OC)c2)c1C(=O)O	9	1	3	3	-0.2	92	-2	-6	103	1
O=C(c1ccccc1)c1cc2c(cc1[N+](=O)[O-])OCCO2	2	0.9	15	8	1.1	97	8	-13	91	9
Cc1nn(C)c(C)c1S(=O)(=O)N1CCC(C(=O)NC2CCCCC2)CC1	1	0.9	5	1	0.0	99	12	6	99	-8
COc1ccccc1NC(=O)CCC(=O)N(Cc1ccc(OC)c(OC)c1)c1nccs1	9	0.9	10	1	-0.4	90	11	-7	96	-2
CCOc1cc(/C=N/O)ccc1OCc1ccc([N+](=O)[O-])cc1	2	0.8	-6	11	-0.3	98	25	-11	107	-4
Cc1ccccc1CS(=O)(=O)Cc1ccc(C(=O)NCCCN2CCCC2=O)o1	6	1	5	6	-0.3	95	3	-8	98	-5
Cc1nn(-c2ccccc2)c2sc(C(=O)N(CC(=O)NC3CCCC3)Cc3ccco3)cc12	4	0.9	-3	5	-0.3	96	6	12	107	7
Cc1nc(N)sc1C(=O)N/N=C/c1cccnc1	-4	1	12	14	-0.1	104	3	2	96	9
CCCCOc1ccc(C(C)NC(=O)C2CCCN(S(=O)(=O)CCC)C2)cc1 (centres undefined)	11	1	10	11	0.3	90	-2	7	94	-1
CCOc1ccc(N2C(=O)/C(=C\c3ccc(OC)c(O)c3)S(=O)(=O)C2c2cccc([N+](=O)[O-])c2)cc1 (centres undefined)	7	0.8	4	2	-0.3	94	19	-11	104	-16
CC(C)CC(NC(N)=O)C(=O)Nc1ccc(Cl)c(Cl)c1 (centres undefined)	0	1	3	8	-0.4	97	2	-12	99	-17
COC(=O)c1[nH]c2cccc(OC)c2c1NC(=O)CCN1CCN(c2ccccc2F)CC1	-6	0.9	8	6	-0.2	105	12	-14	99	-7
Cc1occc1C(=O)Nc1nn[nH]n1	4	0.9	2	12	-0.2	96	11	-3	97	6
O=C(NCc1ccccn1)C1CCN(S(=O)(=O)c2cnc[nH]2)CC1	-1	1	0	5	-0.1	102	4	5	106	18
CCCC[C@@H]1CNC(=S)N1CCCc1cc(OC)c(OC)c(OC)c1	9	0.9	nt	5	-0.2	93	13	-5	nt	0
Cc1cccc(N2CCN(C(=S)c3ccc(-c4ccccc4[N+](=O)[O-])o3)CC2)c1	-4	0.7	-13	8	0.0	103	34	-4	111	-5
COC(=O)c1ccc(NC(=O)Cc2ccccc2)cc1	-35	1	12	7	0.1	132*	2	-2	93	-38
O=C(NNS(=O)(=O)c1ccccc1)C1CCN(S(=O)(=O)c2ccc(Cl)cc2)CC1	13	1	11	1	-0.3	89	3	4	93	8
Cc1cc(C(c2ccc(C)o2)c2ccc(C)o2)c(O)c([N+](=O)[O-])c1	2	0.9	-1	2	-0.3	98	13	3	98	0
Cc1ccc(S(=O)(=O)/N=C(\c2ccc(F)cc2)n2c(C)nc3ccccc32)cc1	4	1.1	7	4	-0.4	96	-12	5	104	17
Cc1ccccc1OCC(=O)Nc1ccc2c(c1)n(C)c(=O)n2C	8	1	25	-9	0.3	92	-4	-7	82	-4
Cc1ccc(CN2CCN(/N=C/c3ccc(C(F)(F)F)cc3)CC2)cc1	12	0.9	2	-9	-0.6	89	14	-11	96	10
C=CCn1c(SCC(=O)NC)nc2sc3c(c2c1=O)CCC3	-8	0.9	2	-5	0.0	108	11	-4	98	6
O=C(O)CCCNc1c(C(=O)Nc2ccc(Cl)cc2)cc([N+](=O)[O-])cc1[N+](=O)[O-]	2	0.8	-7	0	-0.4	98	18	6	109	0
COc1cc(C2=NOC(C(=O)NCc3ccccn3)C2)cc(OC)c1OC (centres undefined)	3	1	4	14	-0.2	97	0	2	100	-2

Continued:
SMILES	STAT1 blocker	Diaphorase act	STAT3 inh	G6PDH CS	Hsp70 act	STAT1 activator	Diaph inh CS	TLR4-MyD88 BLA	STAT3 activator	APP 5UTR inh
CCC(=O)Nc1ccccc1Oc1ccccc1	-4	0.9	-4	5	-0.3	103	10	-4	106	-15
COc1ccc(C(=O)Nc2cccc(C(C)=O)c2)c(OC)c1OC	-11	0.9	2	15	-0.2	110	13	-5	103	-8
O=C(CNC(=S)N(Cc1ccc(F)cc1)C1CCCCC1)NCC1CCCO1 (centres undefined)	8	0.9	-5	5	0.0	91	6	0	110	-29
COc1cccc(N(C(=O)Cn2nnc3ccccc32)C(C(=O)NCc2ccco2)c2cccnc2)c1 (centres undefined)	9	0.9	2	4	0.0	91	11	-8	104	22
CCOc1ccccc1N(CC(=O)Nc1cccnc1)S(C)(=O)=O	1	0.9	0	1	-0.4	97	9	12	101	-6
Cc1cc(NC(=O)c2cccc([N+](=O)[O-])c2)n(-c2ccccc2)n1	0	0.9	-4	-3	0.1	102	10	1	101	-12
COC(=O)c1cc(NC(=O)/C=C/c2ccc3c(c2)OCO3)cc(C(=O)OC)c1	4	0.8	13	4	-0.4	96	16	-2	94	8
C=CCn1c(-c2c(C)nc3cc(C)ccn23)n[nH]c1=S	-1	0.8	-7	12	0.4	101	19	-3	106	-14
Cc1ccc(C(C(=O)NC2CCCC2)N(Cc2ccco2)C(=O)CCC(=O)Nc2cc(C)on2)cc1 (centres undefined)	2	1	14	-6	-0.1	98	3	-12	91	-18
CCCC(=O)Nc1nc(-c2ccc(Cl)s2)cs1	-4	0.9	-14	-13	0.4	104	10	-15	113	-20
Cc1cc(C)n(CCC(=O)Nc2cccc(F)c2)n1	-8	0.9	27	1	0.1	106	13	-10	84	-32
Cc1ccc(CC2CC(=O)N(CCc3ccccc3)C2=O)cc1 (centres undefined)	-7	0.9	-3	8	-0.2	107	6	1	105	10
Cc1c(C(=O)O)oc2ccc(S(=O)(=O)N3CCC(C)CC3)cc12	-4	1	2	3	-0.3	102	0	8	102	-7
COc1cc2c(cc1NC(=O)COc1ccccc1OC)oc1ccccc12	-8	0.9	24	-28	-0.3	107	6	3	85	-23
Cc1cccn2c(CN3CCNC(=O)CC3)c(C(=O)N(C)CCc3ccccc3)nc12	-2	0.9	6	12	-0.2	101	6	-7	106	-7
Clc1ccc(SCc2cn3ccsc3n2)cc1	-38	0.8	6	0	-0.1	134*	23	0	97	-72
